Bioassay records (PubChem BioAssay)
RT RNaseH block: blocks HIV-1 RNase H cleavage of RNA/DNA duplex; P04585; RT-RNase H RNA/DNA duplex cleavage, fluorescence; inhibition, % at 10 µM; 1.9% of 65,000 active; in the data active = inhibition above about 50%
RmlCD inh mix: RmlC/RmlD inhibition, mixture screen; RmlC/RmlD coupled enzyme inhibition, 384-well mixture HTS; inhibition, % at 5.5 µM; 0.39% of 110,000 active; in the data active = inhibition above about 30%, passing the limit was not always enough; note: strong numbers were not always called active
* hit, by the source's call; . = no result given.

SMILES | RT RNaseH block | RmlCD inh mix
COC(=O)c1sccc1NC(=O)CSc1ccccc1NS(=O)(=O)c1ccc(Br)cc1 | . | -200
Cc1ccc(NC(=S)NCc2ccc3c(c2)OCO3)c(C)c1 | . | -16
COc1ccc(N(CC(=O)NC2CCCCC2)C(=O)CNC(=O)c2ccco2)c(OC)c1 | . | -5
COc1ccc(C)cc1S(=O)(=O)N(CC(=O)O)c1ccccc1 | -7 | 8
CC(=O)Nc1ccc(NC(=O)Oc2ccccc2)cc1 | -20 | -15
CCn1c(SCC(=O)NCc2ccc(C)cc2)nnc1-c1ccncc1 | -3 | 9
OCc1nn2c(c1Br)NC(c1ccccc1)CC2C(F)(F)F (stereo unspecified) | -8 | -10
Cc1ccccc1C(C(=O)NCc1ccccc1)N(Cc1ccco1)C(=O)c1ccccn1 (stereo unspecified) | . | 2
C/C(=N/NC(=O)c1cccs1)c1ccc(NC(=O)COc2ccc(Cl)cc2)cc1 | . | 34
CCOP(=O)(c1ccccc1)C1(O)CCCCC1 (stereo unspecified) | . | -10
CCNC(=O)C1CCCN1S(=O)(=O)c1ccc(C)cc1 (stereo unspecified) | . | -7
Cc1cc(Br)c(S(=O)(=O)NCCN2CCOCC2)cc1C | -40 | -5
CCOc1ccc2nc(NCCNC(=O)CC)c(C#N)cc2c1 | -2 | 17
Cc1cc(=O)oc(C)c1C(=O)NCc1ccco1 | . | 9
Cc1ccc(S(=O)(=O)Cn2nnnc2C(C(C)C)N2CCN(c3nc4ccccc4s3)CC2)cc1 (stereo unspecified) | . | -12
Cc1ccnc(SCCn2c(N3CCN(c4ccccc4)CC3)nc3c2c(=O)[nH]c(=O)n3C)n1 | -7 | .
N#Cc1ccc(N2CCN(C(=O)c3cccc(F)c3)CC2)c(F)c1 | -25 | -10
C=C(C)C(=O)Nc1cccc(C2=NOC3(C2)C[C@@H](C(N)=O)N(C(=O)/C=C/C=C/C)C3)c1 (stereo partly specified) | . | 4
CCc1nc2ccccc2n1CC(C)C(=O)O (stereo unspecified) | . | -1
CCn1c(C(=O)NCCCN2CCc3ccccc3C2)cc2sccc21 | -4 | -8
CCn1c(CSc2nc3ccccc3s2)nc2ccccc21 | -12 | -10
CCN(CC)c1nc(Nc2ccccc2)nc(Oc2ccc(=O)[nH]n2)n1 | -15 | 6
O=C(CCc1ccc(S(=O)(=O)N2CCOCC2)cc1)N1CCN(Cc2ccc3c(c2)OCO3)CC1 | . | -8
COC(=O)c1nnn(-c2nonc2N)c1CN1CCc2ccccc21 | -2 | -21
COc1cccc(C2c3c(oc4ccccc4c3=O)C(=O)N2CCCN2CCOCC2)c1 (stereo unspecified) | 2 | .
CCOc1ccc(C(=O)N2CCN=C2SC)cc1OCC | -13 | 4
Cc1c(Cl)cccc1N=Cc1ccc([N+](=O)[O-])s1 | . | -14
Nc1cc(C2CCCC2)nn1-c1ccccc1 | -10 | 8
COc1ccccc1-n1c(O)c(C=NCc2ccc3c(c2)OCO3)c(=O)[nH]c1=O | 2 | 4
O=C(c1cc(-c2ccco2)on1)N1CCN(C(c2ccccc2)c2ccccc2)CC1 | -9 | 14
ClC(=C\c1ccccc1)/C=N/N1CCN(c2ccccn2)CC1 | . | 6
NC1=NC[C@H](Cc2ccc(O)cc2)N1CCc1cccc(F)c1 | . | -4
O=C(c1cccc(F)c1)N1CCN(C(=O)c2nn3cccnc3c2Cl)CC1 | -7 | 0
O=C(Cc1ccccc1)n1nc(-c2ccccc2)nc1NCc1ccco1 | -21 | 7
O=C(CSc1ncccn1)N1CCN(C(c2ccccc2)c2ccccc2)CC1 | . | 8
Cc1ccc(C(C[N+](=O)[O-])n2nc(C)cc2C)cc1 (stereo unspecified) | . | -6
Cc1ccc(C)c(C2(O)CC(C)N(C)CC2C)c1 (stereo unspecified) | 9 | -15
Oc1c(CN2CCc3ccccc3C2)cc(Cl)c2cccnc12 | -9 | 1
O=C(NCCNC(=O)c1cc(OCC(F)(F)F)ccc1OCC(F)(F)F)Nc1ccc(OC(F)(F)F)cc1 | . | 11
CCCNC(=O)c1ccc(CN2CCc3ccccc3C2)cc1 | . | 9
CC1(c2ccc(Cl)cc2Cl)OCC(Cn2ccnc2)O1 (stereo unspecified) | -10 | -12
COC(=O)c1oc2ccccc2c1-n1cccc1 | . | -10
CCOC(=O)C(=CNCC(=O)OC)C(=O)OCC | . | 4
CC(C)CCn1c(=O)c(C(=O)Nc2ccccc2S(N)(=O)=O)c(O)c2ccccc21 | . | 14
CCOc1ccc(-n2c(Cc3cc(=O)[nH]c(=O)[nH]3)nnc2SCC(=O)NC2CCCC2)cc1 | -9 | -11
CCOc1ccc(NC(=O)C2CC(=O)NC(N3CCc4ccccc43)=N2)cc1 (stereo unspecified) | 9 | 20
COc1cccc(C(=O)CSc2nnc(CNS(=O)(=O)c3ccc(C)cc3)n2C)c1 | 12 | 2
CCOc1cc(CN2CCN(C(=O)CC(C)C)CC2)ccc1OC | 27 | 11

Part of the list above, with values under each structure.
Below each compound – RT RNaseH block | RmlCD inh mix
- O=C(Cc1ccccc1)n1nc(-c2ccccc2)nc1NCc1ccco1
  -21 | 7
- O=C(CSc1ncccn1)N1CCN(C(c2ccccc2)c2ccccc2)CC1
  . | 8
- Cc1ccc(C(C[N+](=O)[O-])n2nc(C)cc2C)cc1 (stereo unspecified)
  . | -6
- Cc1ccc(C)c(C2(O)CC(C)N(C)CC2C)c1 (stereo unspecified)
  9 | -15
- Oc1c(CN2CCc3ccccc3C2)cc(Cl)c2cccnc12
  -9 | 1
- O=C(NCCNC(=O)c1cc(OCC(F)(F)F)ccc1OCC(F)(F)F)Nc1ccc(OC(F)(F)F)cc1
  . | 11
- CCCNC(=O)c1ccc(CN2CCc3ccccc3C2)cc1
  . | 9
- CC1(c2ccc(Cl)cc2Cl)OCC(Cn2ccnc2)O1 (stereo unspecified)
  -10 | -12
- COC(=O)c1oc2ccccc2c1-n1cccc1
  . | -10
- CCOC(=O)C(=CNCC(=O)OC)C(=O)OCC
  . | 4
- CC(C)CCn1c(=O)c(C(=O)Nc2ccccc2S(N)(=O)=O)c(O)c2ccccc21
  . | 14
- CCOc1ccc(-n2c(Cc3cc(=O)[nH]c(=O)[nH]3)nnc2SCC(=O)NC2CCCC2)cc1
  -9 | -11
- CCOc1ccc(NC(=O)C2CC(=O)NC(N3CCc4ccccc43)=N2)cc1 (stereo unspecified)
  9 | 20
- COc1cccc(C(=O)CSc2nnc(CNS(=O)(=O)c3ccc(C)cc3)n2C)c1
  12 | 2
- CCOc1cc(CN2CCN(C(=O)CC(C)C)CC2)ccc1OC
  27 | 11

The list continues.
SMILES | RT RNaseH block | RmlCD inh mix
CC(C)CC(=O)Nc1ccc(C(=O)COc2ccc(-c3nnco3)cc2)cc1 | 20 | -5
c1ccc(CCNc2c3c(nc4ncnn24)CCC3)cc1 | -14 | -10
Cc1ccc(CN(CC(=O)NC2CCCC2)C(=O)CSc2nnc(COc3ccccc3)o2)cc1 | . | -55
Cc1nc(NC(=O)c2ccccc2)sc1-c1csc(NCCc2ccccc2)n1 | . | -10
O=S(=O)(Nc1ccc2c(c1)OCO2)c1ccc(Br)s1 | 13 | 2
Cc1cccn2c(=O)c3cc(C(=O)NCC4CCCO4)c(=N)n(Cc4cccnc4)c3nc12 (stereo unspecified) | -2 | 37*
COc1cc(NC(=O)CSc2nnc(C)s2)cc(OC)c1OC | -2 | -7
CCN1C(=O)CC(N2CCN(CC(=O)NC(C)C)CC2)C1=O (stereo unspecified) | . | 8
Cc1cc(C)n(C(=O)c2ccc(NC(=O)CC(C)C)cc2)n1 | -1 | 4
COc1cc(-c2nc(S(=O)(=O)c3ccc(Cl)cc3)c(N(C)C)o2)cc(OC)c1OC | -2 | -6
Cc1ccc(S(=O)(=O)NC(=O)c2cc(C)n(CCCN3CCOCC3)c2C)cc1 | -5 | .
Cc1cc(NC(=O)CSc2ccc3nnc(-c4ccc(Cl)cc4)n3n2)no1 | 34 | 6
COc1ccc(N2CCN(C(=O)CCCn3c(=S)[nH]c4cc5c(cc4c3=O)OCO5)CC2)cc1 | -16 | 7
COc1ccc(C(=O)NN2CCCCC2)cc1OC | . | 6
Cc1nn(-c2cccc(Cl)c2)c2nc(-c3ccco3)cc(C(=O)O)c12 | . | 16
CC(C)C[C@H](NC(=O)c1nc[nH]c1C(=O)NC(c1ccccc1)c1ccccc1)C(=O)OC(C)(C)C | . | -7

Compound profiles, as listed above. Order of values: RT RNaseH block | RmlCD inh mix
Profile of `Cc1cc(C)n(C(=O)c2ccc(NC(=O)CC(C)C)cc2)n1` → -1 | 4
Profile of `Cc1ccc(S(=O)(=O)NC(=O)c2cc(C)n(CCCN3CCOCC3)c2C)cc1` → -5 | .

(list continues)
SMILES | RT RNaseH block | RmlCD inh mix
Cc1cccc(NC(=O)N[C@@H](C)C(=O)O)c1 | . | 9
CCOC(=O)CN(C(=O)CSc1nnc(CNc2ccc(F)cc2)o1)c1ccccc1 | -3 | -13
COc1ccc(CCN2C(=O)CC(C(N)=O)SC2=Nc2ccccc2)cc1OC (stereo unspecified) | -6 | -2
CCN(CC)c1ccc(N2C(=O)/C(=C\c3cccnc3)SC2=S)cc1 | . | 5
Cc1ccccc1C(=O)c1c[nH]c(C(=O)NCCCn2ccnc2)c1 | . | -8
CC[C@@H](C(=O)n1nc(C)cc1C)[C@H](NS(=O)(=O)c1ccc(C)cc1)c1ccccc1 | . | -4
O=C(O)C1CC(=O)N(c2ccc(Br)cc2)C1 (stereo unspecified) | -4 | 13
COCCCn1c(SCc2nnc(-c3ccccc3)o2)nc2sc3c(c2c1=O)CCC3 | . | -6
COc1ccc(C2C(=O)N(C3CCCCC3)CC(=O)N2CCc2ccccc2)cc1OC (stereo unspecified) | -5 | -5
Cc1cc2cc(CNC(=O)c3cccc([N+](=O)[O-])c3)ccc2[nH]1 | . | -2
Cc1ccc(-n2nnnc2SCn2nnc3ccccc3c2=O)cc1 | . | 9
COCCn1nnnc1C(c1cccs1)N1CCN(c2ccccc2)CC1 (stereo unspecified) | 2 | -16
Cc1ccn2cc(CCNC(=O)CC(C)(C)C)nc2c1 | -10 | 10
CCCCOc1ccc(C(=O)NCc2ccncc2)cc1 | . | 18
CCCc1nc2oc3c(OC)ncnc3c2c2c1COC(C)(C)C2 | . | 9
CCC(=O)NS(=O)(=O)c1ccc(-c2c(-c3ccccc3)noc2C)cc1 | . | -3
CC(=O)OC(C(=O)NCS(=O)(=O)c1ccc(C)cc1)c1cccnc1 (stereo unspecified) | -14 | -6
COc1cccc(-n2ccnc2SCC(=O)Nc2cc(OC)ccc2OC)c1 | -23 | -7
O=C(Nc1cccc(C(F)(F)F)c1)c1ccc(Cn2cc(Br)cn2)o1 | . | -8
O=C(Nc1ccc(-c2nc3cccnc3s2)cc1)c1ccc(Br)o1 | 2 | -44
O=C(CN1CCN(S(=O)(=O)c2ccc3ccccc3c2)CC1)N1CCc2ccccc2C1 | . | 17
CSCCC(N=Cc1c(O)n(-c2ccc(Cl)cc2)c(=O)[nH]c1=O)C(=O)OC(C)(C)C (stereo unspecified) | . | 8
CCOc1nc(CC)nc(NC(=O)NS(=O)(=O)c2ccccc2Cl)n1 | -7 | 2
Cc1noc(C)c1COC(=O)CCCOc1ccc(Cl)cc1Cl | -47 | 5
Cc1ccc2cc(CCNC(=O)c3ccc(Br)o3)c(=O)[nH]c2c1 | -5 | .
COc1ccc(-n2c(C)csc2=S)cc1 | . | -8
CCOCCN1CCC(OC(C)=O)C(C)C1 (stereo unspecified) | -14 | 13
CS(=O)(=O)N1c2ccccc2[C@]2([C@@]34C[C@H]5C(=O)N[C@@H](Cc6ccccc6)C(=O)N5[C@@H]3N(S(C)(=O)=O)c3ccccc34)C[C@H]3C(=O)N[C@@H](Cc4ccccc4)C(=O)N3[C@H]12 | . | 8
CCOc1ccccc1NC(=O)CSc1ccccc1 | -90 | -24
c1ccc(CC2CCN(c3nc(N4CCOCC4)nc(N4CCOCC4)n3)CC2)cc1 | -12 | .
COc1ccccc1NC(=O)N1CCCC1C(=O)NCc1ccccc1F (stereo unspecified) | -10 | -10
O=C(Cc1ccc(-n2c(=S)[nH]c3ccccc3c2=O)cc1)N1CCN(c2ccccc2)CC1 | . | 7
CCc1cc2cc(C(=O)Nc3ccc(C)cc3)sc2s1 | . | 53
Nc1ccc2oc(-c3cccc(Br)c3)nc2c1 | -25 | 4
CCOc1ccc2oc(-c3ccccc3)c(C(=O)N(C)C)c2c1 | . | -424
CSc1nc(Oc2ccc(C)cc2)cc(C(F)(F)F)n1 | . | -11
N#Cc1c(N)nc2c(c1-c1ccccc1)CCCC2 | -15 | -27
CCN(CC)C(=O)CSCC(=O)Nc1ccccc1 | -18 | 5
COc1ccc([C@H]2/C=C\CN(C(=O)C3CC3)[C@@H](C)C(=O)N2Cc2ccc(F)cc2)cc1 | . | -7
Cc1nn(C)cc1CN(C)C(=O)c1nn2c(c1Cl)NC(c1cccs1)CC2C(F)(F)F (stereo unspecified) | 3 | 18
CCOC(=O)c1ccc(NC(=O)CCc2nc(-c3ccc(C)cc3)no2)cc1 | 20 | 17
CCOC(=O)c1ccc(NC(=O)c2c(NCc3ccccc3)[nH]c(=O)[nH]c2=O)cc1 | . | 15
COC(=O)c1cccc(NC(=O)Cn2cnc3ccccc3c2=O)c1 | 0 | 6
O=C(c1ccc2c(c1)OCO2)N1CCN(c2ccccc2F)CC1 | -11 | 8
CC(C)c1ccc(N(C(=O)C(F)(F)F)C(C(=O)NC2CCCCC2)c2ccncc2)cc1 (stereo unspecified) | . | -9
Nc1nonc1C(=Nc1ccccc1)NO | -3 | 14
CCn1c(SCC(=O)c2ccc3c(c2)Cc2ccccc2-3)nnc1-c1ccc(N)cc1 | . | -12
Cc1ccc(C2C(C#N)=C(N)Oc3n[nH]c(C)c32)cc1 (stereo unspecified) | -27 | 3
CCOc1cc(C(=S)N2CCN(C)CC2)ccc1OCC(=O)N1CCOCC1 | 2 | 9
Nc1nc2ccc([N+](=O)[O-])c(N)c2s1 | . | -4
COC(=O)c1cc(NC(=O)c2ccoc2C)cc(C(=O)OC)c1 | -6 | -23
CSCC[C@H](NC(=O)OCc1ccccc1)C(=O)O | . | -9
O=C(c1ccccc1Cl)N(C(=O)c1ccccc1Cl)c1nccc(-c2cccs2)n1 | . | 15

Some of the compounds tested; rates above refer to the full screens.
